MC4R barr agon: agonists of human melanocortin 4 receptor (MC4R) beta-arrestin. P32245. U2OS MC4R beta-arrestin complementation, luminescence; percent of melanotan II response, DMSO zero. activation, % at 8.9 µM. 360,000 compounds, 0.98% hits;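 active means activation above a per-plate cutoff, the mean activation of sample wells on that plate plus 3 SD, cut at about 8% in these data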
H9c2 protect: modulators protecting cardiomyocytes from myocardial damage. AID 588492. 360,000 compounds, 0.63% hits. protection from H2O2 cell death, % at 20 µM. H9c2 cardiomyocytes, H2O2 injury protection, ATPLite, 2 h;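 active means compounds giving at least 50% protection of heart cells from peroxide-induced death in the single-dose screen, raw or plate-pattern-corrected value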;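 further: 0% = DMSO wells with peroxide and 100% = DMSO wells without peroxide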
Glyco luc inh: N-linked glycosylation inhibition; D54 ERlucT glycosylation luciferase reporter, 24 h; percent of 100 nM tunicamycin response; reporter increase, % at 12.5 µM; 360,000 compounds, 0.23% hits;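 active means mean luciferase reporter signal, scaled so untreated is 0 and the glycosylation-blocking control 100, at or above a set limit in every replicate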;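 further: luciferase carries N-glycosylation sites so blocking glycosylation raises the light; 0% = median of neutral control wells and 100% = median of 100 nM tunicamycin wells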
MC4R antagonist: human MC4R antagonism in cAMP assay | 360,000 compounds, 0.48% hits | P32245 | inhibition, % at 6.5 µM | MC4R-expressing cells, MTII-stimulated cAMP, LANCE TR-FRET | AID 540295;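 active means inhibition above its plate's cutoff, the mean of tested wells on that plate plus 3 SD, cut at about 29% in these data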;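 further: 0% = Melanotan II alone and 100% = Melanotan II plus saturating MCL0020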
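system = U2OS cells with stable human MC4R expression | also added = Melanotan II challenge after compound preincubation | dosing = one concentration, 6.5 µM nominal | incubation = compound 30 min, challenge 1 h, detection 1 h | measured by = TR-FRET with Eu-cAMP and labeled anti-cAMP, 671 nm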
NCOA2 inhibitor: inhibits human steroid receptor coactivator 2 | 370,000 compounds, 0.17% hits | HEK293 GAL4-SRC2 luciferase reporter, luminescence | AID 651957 | inhibition, % at 9 µM | Q15596;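 active means inhibition above the mean inhibition of all tested compounds plus 3 SD, set per campaign, cut at about 52% in these data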;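 further: 0% = DMSO treated cells and 100% = cells given Gossypol at 36 µM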
NOD2 RIPK2 PPI: NOD2-RIPK2 protein interaction inhibition; O43353; CHO BLA complementation NOD2-RIPK2, CCF4 ratio; inhibition, % at 4.98 µM; 360,000 compounds, 0.38% hits; in the data active means inhibition above about 21%;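 further: 0% = vehicle only and 100% = reference blocker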
HTR2A ag: activates the mouse 5-HT2A serotonin receptor; activation, % at 7.6 µM; CHO-K1 mHTR2A beta-arrestin complementation, luminescence; percent of 30 µM serotonin response; AID 624169; 360,000 compounds, 0.66% hits;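 active means activation above a run cutoff, the mean activation of all tested compounds plus 3 SD, cut at about 14% in these data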;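 further: 0% = plate median of compound wells and 100% = 30 µM serotonin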
ABCB6 inh 2: blocks the human ABCB6 transporter. Q9NP58. K562-ABCB6 porphyrin accumulation, flow cytometry, 1 h; active compounds read low. fluorescence ratio to DMSO, % at 10 µM. 360,000 compounds, 0.19% hits. AID 602162;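 active means fluorescence ratio to DMSO below 75%, the collection mean minus 3 SD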;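 further: signal is porphyrin accumulated inside mitochondria; 100% equals median channel fluorescence of DMSO control wells; lower ratio means ABCB6 inhibition with less porphyrin fluorescence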
ABHD5 PLIN5 PPI: blocks binding of human ABHD5 to perilipin-5; Q00G26+Q8WTS1; Split G. princeps luciferase complementation, luminescence, 4 h; inhibition, % at 4 µM; 360,000 compounds, 0.78% hits; AID 602281;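 active means inhibition above the mean inhibition across every tested compound plus 3 SD, cut at about 22% in these data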;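 further: 0% = DMSO only wells and the 100% control is not disclosed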
TLR9-MyD88 inh: TLR9-MyD88 interaction inhibition | Q9NR96+Q99836 | CHO BLA complementation TLR9-MyD88, CCF4 FRET ratio | inhibition, % at 4.98 µM | 340,000 compounds, 0.21% hits | AID 504734;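 active means inhibition above the mean over all tested compounds plus 3 SD, cut at about 21% in these data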;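 further: 0% = DMSO only wells and 100% = clavulanate BLA inhibitor control wells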
Target sequence (Q99836 whole entry, looked up): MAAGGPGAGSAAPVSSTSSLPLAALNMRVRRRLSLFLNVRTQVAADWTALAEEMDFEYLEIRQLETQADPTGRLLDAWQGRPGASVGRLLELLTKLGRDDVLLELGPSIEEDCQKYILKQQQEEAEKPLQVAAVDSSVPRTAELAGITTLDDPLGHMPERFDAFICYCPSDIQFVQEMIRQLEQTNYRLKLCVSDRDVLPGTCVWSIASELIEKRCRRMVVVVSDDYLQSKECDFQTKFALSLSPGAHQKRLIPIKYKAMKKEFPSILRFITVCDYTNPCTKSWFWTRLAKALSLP
Target sequence (Q9NR96 whole entry, looked up): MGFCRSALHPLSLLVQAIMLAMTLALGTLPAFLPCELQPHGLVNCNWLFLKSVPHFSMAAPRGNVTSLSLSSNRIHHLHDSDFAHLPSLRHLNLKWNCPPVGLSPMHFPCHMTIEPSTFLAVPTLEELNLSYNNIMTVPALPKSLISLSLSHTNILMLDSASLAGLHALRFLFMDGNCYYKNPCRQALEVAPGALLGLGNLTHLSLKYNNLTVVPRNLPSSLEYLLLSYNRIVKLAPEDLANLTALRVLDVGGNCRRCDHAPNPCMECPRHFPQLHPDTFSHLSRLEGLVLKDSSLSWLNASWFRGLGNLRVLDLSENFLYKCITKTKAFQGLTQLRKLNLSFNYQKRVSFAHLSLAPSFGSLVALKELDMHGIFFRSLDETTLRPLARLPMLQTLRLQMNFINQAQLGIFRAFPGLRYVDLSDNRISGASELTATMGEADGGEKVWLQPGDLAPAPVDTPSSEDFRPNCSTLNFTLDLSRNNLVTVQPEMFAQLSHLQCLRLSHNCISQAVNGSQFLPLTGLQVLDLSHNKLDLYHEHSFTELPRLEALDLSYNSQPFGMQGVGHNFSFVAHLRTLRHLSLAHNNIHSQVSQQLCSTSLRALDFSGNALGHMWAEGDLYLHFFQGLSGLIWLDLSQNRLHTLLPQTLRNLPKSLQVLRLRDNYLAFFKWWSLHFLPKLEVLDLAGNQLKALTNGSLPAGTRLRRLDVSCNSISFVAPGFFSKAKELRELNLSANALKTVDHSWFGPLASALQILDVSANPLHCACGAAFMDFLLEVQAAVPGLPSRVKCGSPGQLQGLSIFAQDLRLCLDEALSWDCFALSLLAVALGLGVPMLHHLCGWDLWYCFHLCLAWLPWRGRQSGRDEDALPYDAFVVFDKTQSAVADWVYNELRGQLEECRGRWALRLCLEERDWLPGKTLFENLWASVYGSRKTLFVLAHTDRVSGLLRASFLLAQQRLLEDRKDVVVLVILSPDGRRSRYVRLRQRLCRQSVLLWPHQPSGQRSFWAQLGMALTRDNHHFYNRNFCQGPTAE
Starred values were filed as active, the others as inactive; · = not tested or not shown. An excerpt, so the mix of outcomes need not match the whole.

SMILES	MC4R barr agon	H9c2 protect	Glyco luc inh	MC4R antagonist	NCOA2 inhibitor	NOD2 RIPK2 PPI	HTR2A ag	ABCB6 inh 2	ABHD5 PLIN5 PPI	TLR9-MyD88 inh
COc1cccc(NC(=O)CCNS(=O)(=O)c2ccc3c(c2)oc(=O)n3C)c1	2.0	5	-2	0	-19	1	0	108	6	7
O=C(Nc1cccc(S(=O)(=O)N2CCOCC2)c1)c1ccccn1	0.0	7	1	9	-14	5	3	98	-2	-1
CC(=O)N1CCN(C(=O)c2cc(-c3ccc(C)o3)nc3ccccc23)CC1	-2.5	-10	1	1	-2	-47	-5	99	7	14
COc1ccccc1N1C(=NC(=O)CCc2ccccc2)SC2CS(=O)(=O)CC21 (configuration not stated)	-1.4	3	1	2	-1	4	2	93	-1	3
Cn1cccc1-c1cc(C(=O)N/N=C/C=C/c2ccccc2)[nH]n1	1.2	13	4	-14	-10	-7	-1	83	-2	4
CCOc1ccc(Cl)cc1CNc1nnnn1CC	-0.2	0	0	13	4	-3	-4	92	2	-4
NC(=O)c1cc2cc(Br)ccc2oc1=NCc1ccccc1	1.2	-15	0	4	0	-1	-2	193	62*	1
Cc1cccc2cc(CN(Cc3ccco3)S(=O)(=O)c3ccc4c(c3)OCCO4)c(=O)[nH]c12	-2.3	4	-1	4	-7	6	4	91	0	-2
CCn1cc(C(=O)N(C)CC(OC)OC)c(=O)c2cc(S(=O)(=O)N3CCOCC3)ccc21	0.1	6	0	-4	-28	-14	-1	94	13	7
CC(=O)N(CCC1(c2ccc(C)cc2)CCOC(C(C)C)C1)Cc1ccco1 (configuration not stated)	1.2	6	-4	0	22	5	1	97	2	3
COc1cc2c(C(=O)OCCN(C)C)c(CSc3ccccc3)n(C)c2cc1Br	-1.4	2	-3	1	5	-1	-10	97	11	-8
Cc1ccc(S(=O)(=O)C2C(=O)NC3(C)CC2c2ccccc2O3)cc1 (configuration not stated)	-1.0	2	1	5	-5	-1	-4	99	0	9
CC1=C(C(=O)OCc2ccccc2)C(c2cccs2)NC(=O)N1CCCC(=O)O (configuration not stated)	-1.6	6	1	0	14	-1	2	99	4	14
NS(=O)(=O)c1cccc(NC(=O)CSc2nnc(-c3ccccc3F)n2C2CC2)c1	-1.4	-5	0	20	-14	-3	-3	100	4	-14
COc1cc(CO)ccc1OCC(=O)N1CCc2ccccc21	-3.2	4	-2	-5	-11	7	-3	99	-2	-7
COc1ccc2nc(C(F)(F)C(F)(F)F)c(C#N)c(N)c2c1	3.5	-23	4	-9	3	0	-3	102	-6	6
Cc1ccc(S(=O)(=O)N2C[C@H]3n4c(=O)ccc(=O)n4C[C@H](OC(=O)NCc4ccccc4)[C@@]3(O)C2)cc1	0.3	3	-3	9	10	0	-2	91	19	0
CCc1nnc(NC(=O)C2c3ccccc3Oc3ccccc32)s1	1.7	-4	0	8	21	-3	-4	95	1	-6
COc1ccc(C(c2nnnn2Cc2ccccc2)N2CCN(c3nc4ccccc4s3)CC2)cc1 (configuration not stated)	-0.6	-10	-8	4	-13	10	-2	97	16	-14
Cc1csc(SCC(=O)NC2CCS(=O)(=O)C2)n1 (configuration not stated)	-1.2	-4	0	2	1	-4	5	94	-3	2
COc1ccccc1NC(=O)Cn1c(=O)c(N(C)C)c(N)n(C)c1=O	-1.6	21	1	10	-18	-2	0	95	-1	-5
COc1cc(/C=N/NC(=O)c2ccncc2)ccc1OCC(=O)Nc1cccc([N+](=O)[O-])c1	0.8	4	-1	6	-11	-18	3	98	6	2
O=c1c2ccccc2nc2n1C(CSCc1ccc(Cl)cc1Cl)CS2 (configuration not stated)	-0.9	-32	-1	10	-14	2	-1	94	-2	1
Cc1c(NC(=O)c2cccc(NC(=O)C(C)Oc3ccccc3)c2)c(=O)n(-c2ccccc2)n1C (configuration not stated)	-2.1	-2	-2	-1	-8	-1	2	101	4	3
CN(C)c1ccc(C(=O)/C=C/c2cccnc2)cc1	-1.4	-12	-1	3	-74	8	-1	97	18	-2
NS(=O)(=O)c1ccc(NC(=O)COC(=O)C2(c3ccccc3F)CCCC2)cc1	7.1	-2	-6	-2	-7	-5	3	100	6	3
COc1cc(OC)c2c(c1O)OC(c1ccccc1)CC2=O (configuration not stated)	-0.3	0	0	-3	13	-10	1	106	2	6
C=CCn1c(NCc2cc(Cl)ccc2O)nc2ccccc21	2.7	-10	-2	1	22	2	-3	96	7	1
Cc1cccc2sc(NC(=O)C3CSC4(C)CCC(=O)N34)nc12 (configuration not stated)	-3.8	14	·	-3	7	-6	-3	94	1	-10
Cc1cc(C)c(C#N)c(=N)o1	-3.2	4	2	-4	-3	-7	-2	96	0	-4

In another format: results already given.
Second line of a record – MC4R barr agon, H9c2 protect, Glyco luc inh, MC4R antagonist, NCOA2 inhibitor, NOD2 RIPK2 PPI, HTR2A ag, ABCB6 inh 2, ABHD5 PLIN5 PPI, TLR9-MyD88 inh
COc1cc2c(C(=O)OCCN(C)C)c(CSc3ccccc3)n(C)c2cc1Br
 : -1.4, 2, -3, 1, 5, -1, -10, 97, 11, -8
Cc1ccc(S(=O)(=O)C2C(=O)NC3(C)CC2c2ccccc2O3)cc1 (configuration not stated)
 : -1.0, 2, 1, 5, -5, -1, -4, 99, 0, 9
CC1=C(C(=O)OCc2ccccc2)C(c2cccs2)NC(=O)N1CCCC(=O)O (configuration not stated)
 : -1.6, 6, 1, 0, 14, -1, 2, 99, 4, 14
NS(=O)(=O)c1cccc(NC(=O)CSc2nnc(-c3ccccc3F)n2C2CC2)c1
 : -1.4, -5, 0, 20, -14, -3, -3, 100, 4, -14
COc1cc(CO)ccc1OCC(=O)N1CCc2ccccc21
 : -3.2, 4, -2, -5, -11, 7, -3, 99, -2, -7
COc1ccc2nc(C(F)(F)C(F)(F)F)c(C#N)c(N)c2c1
 : 3.5, -23, 4, -9, 3, 0, -3, 102, -6, 6
Cc1ccc(S(=O)(=O)N2C[C@H]3n4c(=O)ccc(=O)n4C[C@H](OC(=O)NCc4ccccc4)[C@@]3(O)C2)cc1
 : 0.3, 3, -3, 9, 10, 0, -2, 91, 19, 0
CCc1nnc(NC(=O)C2c3ccccc3Oc3ccccc32)s1
 : 1.7, -4, 0, 8, 21, -3, -4, 95, 1, -6
COc1ccc(C(c2nnnn2Cc2ccccc2)N2CCN(c3nc4ccccc4s3)CC2)cc1 (configuration not stated)
 : -0.6, -10, -8, 4, -13, 10, -2, 97, 16, -14
Cc1csc(SCC(=O)NC2CCS(=O)(=O)C2)n1 (configuration not stated)
 : -1.2, -4, 0, 2, 1, -4, 5, 94, -3, 2
COc1ccccc1NC(=O)Cn1c(=O)c(N(C)C)c(N)n(C)c1=O
 : -1.6, 21, 1, 10, -18, -2, 0, 95, -1, -5
COc1cc(/C=N/NC(=O)c2ccncc2)ccc1OCC(=O)Nc1cccc([N+](=O)[O-])c1
 : 0.8, 4, -1, 6, -11, -18, 3, 98, 6, 2

(continued)
SMILES	MC4R barr agon	H9c2 protect	Glyco luc inh	MC4R antagonist	NCOA2 inhibitor	NOD2 RIPK2 PPI	HTR2A ag	ABCB6 inh 2	ABHD5 PLIN5 PPI	TLR9-MyD88 inh
Cc1ccc(NC(=O)c2cc(-c3ccco3)on2)cc1C	0.3	-7	0	13	-35	4	0	100	-3	8
CCn1c(O)c(N=NC2=NC(=O)CS2)c2cc(C)ccc21	-0.7	5	1	-1	5	-4	-3	106	5	-3
Cc1c(Br)c(=O)oc2c(C)c(O)ccc12	1.0	26	-1	20	-41	4	-3	100	-1	-10
C=C(C)Cn1c(SCCN2CCOCC2)nc2c1c(=O)[nH]c(=O)n2C	0.7	1	0	13	-11	-10	2	101	5	-8
Cc1cccc(NC(=O)c2cccc(S(=O)(=O)N3CCCC3)c2)n1	-2.7	3	0	17	-17	5	10	97	18	-3
COC(=O)c1cc(NS(=O)(=O)c2ccc(N3CCOCC3)c(NC(C)=O)c2)cc(C(=O)OC)c1	-2.3	2	2	2	-16	3	-1	102	2	4
Cc1ccc(CNC(=O)c2coc(=O)c3ccccc23)o1	-0.9	3	2	4	-5	-15	-5	95	8	5
Cc1ccc(S(=O)(=O)N2CCCCC2)cc1NC(=O)c1ccc(Br)o1	0.4	-16	-3	-7	14	-10	-1	96	-12	2
Oc1ccc(Cl)c(CN2CCN(c3ncc(Cc4ccccc4)cn3)CC2)c1	·	·	·	·	13	-8	3	·	-15	·
C=CCN(C(=O)CNC(=O)c1cccs1)C(C(=O)NC1CCCCC1)c1cccnc1 (configuration not stated)	-2.3	1	-1	0	-7	-12	4	100	4	3
CCn1c(SCc2ccc(C(=O)Nc3nccs3)cc2)nnc1-c1ccc(N)cc1	2.4	5	-3	18	1	-1	-3	101	2	-16
CC(C)(C)NC(=O)NCCc1ccccc1	-0.6	7	-4	0	-71	-3	3	93	3	-7
CCCn1c(N)c(N2CCCCC2)c(=O)n(CC(=O)Nc2ccc(C(C)=O)cc2)c1=O	-0.5	0	0	0	-31	-8	-2	91	3	-14
Brc1cccc(OCCCCN2CCCCC2)c1	-2.3	19	0	6	1	-1	-5	97	7	4
CCOC(OCC)P(=O)(C(C)C)C(C)C	-2.2	1	-3	7	9	-22	4	99	1	-3
COc1ccc(NC2=CC(c3ccc(F)cc3)N(c3ccc(OC)cc3)C2=O)cc1 (configuration not stated)	0.4	6	-2	-4	-18	-4	0	96	-21	-6
Cn1ccc2c(-c3cccc(C=O)c3)cc3c(c21)C1CCC3O1 (configuration not stated)	·	5	6	·	-8	-2	6	106	7	·
Cc1ccccc1NC(=O)Cc1nc(COC(=O)c2cccc([N+](=O)[O-])c2)cs1	-0.4	-3	-2	6	-17	-4	-1	101	-3	-3
Cn1c(SCC(=O)c2ccc3c(c2)OCCO3)nnc1C1CC1	0.1	7	3	8	-38	-3	2	91	-3	5
COc1cccc(C(=O)Nc2cccnc2)c1	-0.6	0	0	-2	0	5	2	91	3	-16
CC(C)Cn1c(SCC(=O)N2CCN(S(=O)(=O)c3ccccc3)CC2)nc2ccccc21	0.5	8	-4	2	-5	6	0	97	-10	-3
CC1CCCC(C)N1C(=O)COC(=O)c1cc(-c2cccs2)nn1-c1ccccc1 (configuration not stated)	-4.2	10	1	-1	-31	10	-3	102	-1	-1
COC(=O)c1ccc(CNC(=O)CC[C@H]2O[C@@H](n3cc(C)c(=O)[nH]c3=O)C[C@@H]2O)cc1	·	6	0	·	11	-2	-2	95	1	·

Single records (already shown). Values in the order: MC4R barr agon, H9c2 protect, Glyco luc inh, MC4R antagonist, NCOA2 inhibitor, NOD2 RIPK2 PPI, HTR2A ag, ABCB6 inh 2, ABHD5 PLIN5 PPI, TLR9-MyD88 inh
Cc1c(NC(=O)c2cccc(NC(=O)C(C)Oc3ccccc3)c2)c(=O)n(-c2ccccc2)n1C (configuration not stated) is listed with -2.1, -2, -2, -1, -8, -1, 2, 101, 4, 3
CCOC(OCC)P(=O)(C(C)C)C(C)C is listed with -2.2, 1, -3, 7, 9, -22, 4, 99, 1, -3

Source: PubChem
